Bioassay records (PubChem BioAssay)
SRC1 TRFRET art = TR-FRET detection interference compounds, primary screen, artefact control for PPARgamma SRC-1 recruitment agonists, biochemical, TR-FRET emission ratio; TR-FRET detection artefact counter-screen; active compounds read high; TR-FRET ratio at 8 µM; 99,000 compounds, 0.34% hits; AID 1051, 2008; in the data active = TR-FRET ratio above about 2300; also: inactives centre near 1800
SRC3 TRFRET art = TR-FRET detection interference compounds, artefact control for PPARgamma SRC-3 recruitment agonists, biochemical, TR-FRET ratio; TR-FRET artefact counter-screen, PPARgamma/SRC-3 format; active compounds read high; TR-FRET ratio at 8 µM; 99,000 compounds, 0.39% hits; in the data active = TR-FRET ratio above about 2000; also: inactives centre near 1600
The depositor's hits bear a star. The list is partial; rates above refer to the full screens.

Results follow in this order: SRC1 TRFRET art	SRC3 TRFRET art
[1] Cc1ccccc1-n1c(SCC(=O)N(C)C2CCS(=O)(=O)C2)nnc1-c1ccncc1 (stereo not drawn)
  1844	1490
[2] CCN(CC)S(=O)(=O)c1ccc(Cl)c(NC(=O)COC(=O)c2ccc(O)cc2)c1
  1544	1797
[3] CCC(C)NC(=O)C(=O)NCC1CCCN1CC (stereo not drawn)
  1763	1446
[4] Cc1cccc(NC(=O)c2cc([N+](=O)[O-])ccc2Cl)c1O
  1775	1649
[5] CCCCC(=O)N(c1ccc(C(=O)O)cc1)c1nc(-c2ccc(Cl)cc2)c(CC)s1
  1726	1602
[6] CN(C)/C=N/c1cc(=O)[nH]c(=O)n1C
  1887	1812
[7] CCOc1ccc(NC(=O)C(CC(=O)O)Cc2ccccc2)cc1 (stereo not drawn)
  2045	1859
[8] Cc1ccccc1CNS(=O)(=O)c1ccccc1[N+](=O)[O-]
  1958	1622
[9] CCCCc1ccc(/C=C2/C(=O)ON=C2c2ccccc2)s1
  1662	1483
[10] CCOC(=O)c1cn(-c2ccc([N+](=O)[O-])cc2)c2cc(Cl)c([N+](=O)[O-])cc2c1=O
  2025	1512
[11] Cc1ccc(/C=C(\C#N)C(=O)NCC2CCCO2)o1 (stereo not drawn)
  1801	1614
[12] CCC(CC)NC(=O)c1cc([N+](=O)[O-])ccc1N1CCOCC1
  1941	1486
[13] CCOC(=O)c1cc(-c2ccc(C)c([N+](=O)[O-])c2)nc2c1c(=O)n(C)c(=O)n2C
  2037	1634
[14] COc1cccc(C(=O)Nc2cc3c(cc2C(C)=O)OCCO3)c1
  1820	1873
[15] COc1ccc(OC)c(NC(=O)CSCC(=O)O)c1
  1974	1325
[16] COc1ccc(C(=O)NNC(=O)c2ccc(S(=O)(=O)N3CC(C)OC(C)C3)cc2)cc1 (stereo not drawn)
  1803	1573
[17] COC(=O)C(C)Sc1ccc2nnc(-c3ccccc3)n2n1 (stereo not drawn)
  1877	1641
[18] CCc1cccc(C)c1NC(=S)NCc1ccc2c(c1)cc(C)n2C
  2006	2094*
[19] CCCc1cc2c(-c3ccccc3)cc(=O)oc2cc1OCc1ccc(C(=O)O)o1
  1667	1723
[20] COC(=O)c1ccccc1NC(=O)c1cc([N+](=O)[O-])nn1Cc1ccccc1
  1780	1490
[21] COc1cc(/C=C(\C#N)c2ccccn2)ccc1OCC(=O)Nc1ccc(Br)cc1
  1771	1333
[22] Cc1cccc(C)c1NC(=S)N(CCCN1CCCCC1)Cc1ccco1
  1890	1743
[23] CCOC(=O)CNC(=O)c1ccc2[nH]c3ccccc3c2c1
  1973	1427
[24] C=CCc1cccc(OC)c1OCCOCCn1ccnc1
  1709	1593
[25] c1ccc(CN2CCN(Cc3nnc(-c4ccccc4)o3)CC2)cc1
  1445	1364
[26] COc1ccc(NC(=O)Nc2ccccc2C(N)=O)cc1
  2029	1748
[27] Cc1c(/C=C/C(=O)c2ccccc2O)cnn1C
  1564	1577
[28] O=C(NCc1ccccc1Cl)NC(=O)c1ccccc1
  1873	1543
[29] CCCCn1nc(C(=O)Nc2ccc(S(=O)(=O)Nc3ncccn3)cc2)c2ccccc2c1=O
  1591	1500
[30] Cc1cccc(N2C(=O)SC(N(C)c3ccccc3)C2=O)c1 (stereo not drawn)
  1704	1544

Among those listed so far, 2 contain an aryl thioether with sulfur outside any ring.
Results follow in this order: SRC1 TRFRET art	SRC3 TRFRET art
[1] Cc1ccccc1-n1c(SCC(=O)N(C)C2CCS(=O)(=O)C2)nnc1-c1ccncc1 (stereo not drawn)
  1844	1490
[17] COC(=O)C(C)Sc1ccc2nnc(-c3ccccc3)n2n1 (stereo not drawn)
  1877	1641

Carrying on.
Results follow in this order: SRC1 TRFRET art	SRC3 TRFRET art
[31] COc1ccc(S(=O)(=O)NCC(=O)O)cc1C(=O)NC1CCCCC1
  1735	1694
[32] Cc1ccc([N+](=O)[O-])cc1S(=O)(=O)N1CCCCC1C(=O)O (stereo not drawn)
  1684	1698
[33] Cc1cccc(CSc2ncccc2C(=O)O)c1
  1881	1807
[34] O=C1c2nccnc2C(=O)N1c1ccc(C(F)(F)F)cc1
  1755	1578
[35] Cc1cc(C(=O)N(NC(=O)C(C)C)c2ccccc2)cs1
  1767	1521
[36] O=C(Nc1nnc(-c2ccc3c(c2)CCCC3)o1)c1c(F)cccc1F
  1700	1491
[37] O=c1[nH]c(SCc2ccccc2)nc2[nH]ncc12
  1945	1667
[38] O=C(O)c1cc(-c2ccccc2)nc2nc(N3CCCCC3)sc12
  1621	1469
[39] O=C1CCC(CCC(=O)N2CCCC(C(=O)c3cccc(C(F)(F)F)c3)C2)=NN1 (stereo not drawn)
  1709	1547
[40] O=C(C[n+]1ccc(-c2nnc3n2CCC3)cc1)c1ccc(Cl)cc1
  1793	1507
[41] CC(NC(=O)Nc1ccc(Cl)c(Cl)c1)C(c1ccccc1)N1CCOCC1 (stereo not drawn)
  1730	1593
[42] CCCC(c1nnnn1C(C)(C)C)N1CCN(C(=O)c2ccco2)CC1 (stereo not drawn)
  1682	1492
[43] Cc1cccc(NC(=O)Nc2cccc(C#N)c2)n1
  1844	1611
[44] Cc1ccccc1NC(=O)C(c1ccccc1)C1CCCC1 (stereo not drawn)
  1710	1459
[45] N#C/C(=C\c1ccco1)C(=O)NCc1ccccc1
  1958	1665
[46] Cc1nc(-c2ccccc2)sc1-c1ccn[nH]1
  1867	1576
[47] COCCN1C(=O)N[C@H](c2cccc(C(F)(F)F)c2)C(C(=O)OC)=C1C
  1516	1443
[48] Cc1cccc(-c2noc(-c3ccc4c(c3)OCO4)n2)c1
  1716	1494
[49] CCOc1ccc(/C=N/NC(=O)CN2CCCCCCC2)cc1
  1881	1516
[50] Cc1ccc(/C=C2/C(=O)N(c3ccccc3)C(=S)N2C)o1
  1656	1496
[51] CC(/C=C1\N=C(SCc2ccccc2)SC1=O)=C\c1ccccc1
  1540	1619
[52] O=C(CCCN1C(=O)/C(=C/c2cccs2)SC1=S)NNC(=O)c1ccc(F)cc1
  1585	1333
[53] Cc1cccc(N2C(=O)/C(=C\c3ccc(C(=O)O)cc3)c3ccccc3C2=O)c1
  1969	1682
[54] OCCC1CN(Cc2ccon2)CCN1CCc1ccccc1 (stereo not drawn)
  1612	1250
[55] CSc1nsc(N/N=C/c2ccccc2)c1C#N
  2107	1735
[56] Cc1ccc(-c2cc(N)on2)cc1
  1955	1580
[57] Fc1cccc2sc(N3CCCC3)nc12
  1910	1801
[58] CN(C)S(=O)(=O)c1ccc(Cl)c(C(=O)Nc2nc3ccccc3[nH]2)c1
  1810	1595
[59] COc1ccc(Nc2c(-c3ccc(OC)cc3)nc3cnccn23)cc1
  1642	1627
[60] CCCN1CNc2c(c(=O)[nH]c(=S)n2CCc2ccc(OC)c(OC)c2)C1
  1823	1585

Pulled one by one from the list above (two):
Results follow in this order: SRC1 TRFRET art	SRC3 TRFRET art
[34] O=C1c2nccnc2C(=O)N1c1ccc(C(F)(F)F)cc1
  1755	1578
[47] COCCN1C(=O)N[C@H](c2cccc(C(F)(F)F)c2)C(C(=O)OC)=C1C
  1516	1443

Laid out differently: results already given.
[33] Cc1cccc(CSc2ncccc2C(=O)O)c1
[43] Cc1cccc(NC(=O)Nc2cccc(C#N)c2)n1
[59] COc1ccc(Nc2c(-c3ccc(OC)cc3)nc3cnccn23)cc1
[56] Cc1ccc(-c2cc(N)on2)cc1

Assay by compound,33,43,59,56
SRC1 TRFRET art,1881,1844,1642,1955
SRC3 TRFRET art,1807,1611,1627,1580

(further entries)
Results follow in this order: SRC1 TRFRET art	SRC3 TRFRET art
[61] C#CCOCCOCCOCCNc1nc(N2CCN(C(=O)[C@H]([C@@H](C)CC)n3cc([C@@H](N)CC(C)C)nn3)CC2)nc(N2CCN(C(=O)[C@H](CCCCN)n3cc([C@@H](N)C(C)CC)nn3)CC2)n1 (stereo partly drawn)
  1723	1563
[62] O=C(NCc1cccs1)c1noc2c1CCCCC2
  1854	1833
[63] O=C(CN1CCCCC1CO)c1ccc(OC(F)F)cc1 (stereo not drawn)
  2139	1674
[64] CCc1ccc(CNC(=O)CCc2nnc(CCc3ccc(OC)cc3)o2)nc1
  1593	1670
[65] CCN(c1ccccc1)S(=O)(=O)c1ccc(Cl)c(NC(=O)COC(=O)C2CC2C)c1 (stereo not drawn)
  1813	1506
[66] O=C(CSc1ncnc2scc(-c3ccccc3)c12)N1CCN(Cc2ccc3c(c2)OCO3)CC1
  2067	1650
[67] C/C(=N/O)c1ccc(N2C(=O)C3C4C=CC(C3C2=O)C2C3C(=O)N(c5ccc(/C(C)=N/O)cc5)C(=O)C3C42)cc1 (stereo not drawn)
  1756	1474
[68] O=C(Cn1c(-c2ccccc2)noc1=O)N1CCC(Cc2ccccc2)CC1
  1734	1713
[69] Cc1ccc2nc(-c3ccc(NS(=O)(=O)c4ccccc4)cc3)sc2c1
  1878	1731
[70] O=Cc1cn(Cc2ccccc2)nc1-c1cccnc1
  1787	1555
[71] O=C(CSc1nnc(Nc2ccccc2)s1)NCc1cccs1
  1915	1720
[72] O=C(Nc1ccc2cn[nH]c2c1)c1ccc(S(=O)(=O)N2CCOCC2)cc1
  1920	1467
[73] Cc1ccc(-c2nn3c(C)nnc3s2)cc1NC(=O)c1ccc(-c2ccc(Cl)cc2Cl)o1
  1823	1758
[74] CCC(C)NC(=O)Cc1ccc(-c2ccccc2)cc1 (stereo not drawn)
  1850	1439
[75] O=C(COC(=O)CCc1c[nH]c2ccccc12)NC(c1ccccc1)c1ccccc1
  1902	1622
[76] CCOC(=O)C1=c2s/c(=C\c3ccncc3)c(=O)n2C(N)=C(C(=O)OC)C1c1ccncc1 (stereo not drawn)
  1475	1454
[77] CC(=O)OCCN(C)c1cc(SC(C)C)c2nonc2c1[N+](=O)[O-]
  1834	1424
[78] Cc1cc(C)c(NC(=O)C(C)OC(=O)c2cc(Br)c(Br)s2)c(C)c1 (stereo not drawn)
  1903	1651
[79] CC(C)(C)NC(=O)C(c1ccncc1)N(C(=O)Cn1nnc(-c2ccc(F)cc2)n1)c1ccccc1F (stereo not drawn)
  2183	1739
[80] CCn1cc(/C=C/C(=O)Nc2ccn(Cc3c(F)c(F)c(F)c(F)c3F)n2)cn1
  1932	1426
[81] COc1ccc(NC2=Nc3cccc4cccc2c34)cc1
  1803	1621
[82] COc1cc(OC)c(-c2nnc3n(CCc4ccccc4)c(=O)c4ccccc4n23)cc1OC
  2046	1667
[83] O=C(Nc1ccccc1C(=O)N/N=C/c1ccncc1)c1ccccc1
  1885	1657
[84] O=C(CCCN1C(=O)/C(=C/c2ccccc2Cl)SC1=S)NNC(=O)c1ccccc1Cl
  1587	1323
[85] C/C(=N\NC=O)c1ccncc1
  1692	1348
[86] O=C(Nc1ccc2[nH]c(=O)[nH]c2c1)C(F)(F)F
  1764	1504
[87] C/C(=N\NC(=O)c1ccc(Cn2cc(Br)cn2)o1)c1cccc(NC(=O)C(C)C)c1
  1864	1496
[88] COc1ccc(S(=O)(=O)NCC2CCCN(CC(C)(C)C)C2)cc1 (stereo not drawn)
  1594	1544
[89] COc1ccc(Cc2nnc(N/N=C/c3ccccc3O)[nH]c2=O)cc1OC
  1795	1514
[90] Cc1cc2ncn(CC3CC3(Cl)Cl)c2cc1C (stereo not drawn)
  1596	1590
[91] Cc1cc(C)cc(OCC(=O)OC/C(O)=C(\C#N)c2nc3ccccc3[nH]2)c1
  1382	1413
[92] Cc1ccc(C(CC(=O)c2ccc(Cl)cc2)C(=O)O)cc1 (stereo not drawn)
  1718	1501
[93] Cc1cc(=O)n(-c2ccccc2Cl)[nH]1
  1702	1355
[94] O=C(NCc1ccco1)C(=O)c1cn(CC(=O)N2CCCC2)c2ccccc12
  1626	1485
[95] C/C(=N\NC(=O)c1cccc(S(=O)(=O)Nc2cccc(Cl)c2)c1)c1cccs1
  1572	1547
[96] CSc1nc(=O)n2cc(C)ccc2n1
  1671	1473
[97] CC(Cc1ccccc1)(NC(=O)CN)c1ccccc1 (stereo not drawn)
  1870	1587
[98] O=S(=O)(Cc1cc(Cl)nc(-c2ccncc2)n1)c1ccccc1
  1944	1525
[99] O=C(CNC(=O)c1cccs1)c1ccc([N+](=O)[O-])cc1
  1935	1447
[100] O=C(COc1ccccc1)NCc1ccc(-n2cccc2)cc1
  2041	1566
[101] CCOC(=O)C1(CCOC)CCN(C(=O)c2ccccc2-c2cccc(C)c2)CC1
  1700	1763
[102] CCC(CC)c1nnc(NC(=O)[C@@H](NC(=O)c2cccc(C)c2)C(C)C)s1
  1955	1612
[103] NS(=O)(=O)c1cccc(NS(=O)(=O)c2ccc(/C=C/C(=O)OCC(=O)c3ccccc3)cc2)c1
  1674	1428
[104] Cc1ccc(C(=O)N/C(=C/c2ccco2)C(=O)O)cc1
  1782	1627
[105] O=S(=O)(Nc1cccc(C(F)(F)F)c1)c1cccnc1
  1996	1429
[106] Cc1cc(OC(=O)c2ccco2)c(Sc2ccccc2[N+](=O)[O-])c(=O)o1
  1826	1536
[107] COc1ccc(NC(=O)NC23CC4(C)CC(C)(CC(C)(C4)C2)C3)cc1
  1971	1534
[108] OCCC1CN(Cc2ccccc2O)CCN1CCc1ccccc1 (stereo not drawn)
  1664	1210
[109] O=C(NC(=S)Nc1ccccc1N1CCCC1)c1ccc([N+](=O)[O-])cc1
  1622	1484
[110] CCOC(=O)c1cc(CC)sc1N1C(=O)CC(Sc2ncccc2C(=O)O)C1=O (stereo not drawn)
  1909	1742

Quoted from the listing.
entry 75 in SRC3 TRFRET art: 1622
entry 96 in SRC3 TRFRET art: 1473
entry 82 in SRC3 TRFRET art: 1667
entry 8 in SRC1 TRFRET art: 1958
entry 19 in SRC3 TRFRET art: 1723
